Hsp90 block = tumor Hsp90 inhibitors, primary screen, cell lysate, fluorescence polarization, NCI-N417 lysate | Heat shock protein HSP 90-alpha (Homo sapiens), P07900 | Cy3B-geldanamycin FP displacement | inhibition, % at 30 µM | actives 0.35% (n = 64,000);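 active = inhibition above 50%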;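 note: 0% = tracer plus lysate wells and 100% = tracer alone without lysate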
CatB mix inh = cathepsin B inhibitors from pooled compounds, primary screen, biochemical, compound mixtures, AMC fluorescence; P07858; Purified cathepsin B, AMC dipeptide fluorescence; inhibition, %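 (ten-compound pools at 5 µM per compound and 50 µM total)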; actives 0.06% (n = 62,000); AID 488, 2006; in the data active = inhibition above about 22%, passing the limit was not always enough;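 note: 0% = enzyme without compound and 100% = no enzyme blank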
E coli RNAP = E. coli RNAP inhibitors, biochemical; DNA-directed RNA polymerase subunit beta (Escherichia coli (strain K12)), P0A8V2; E. coli RNA polymerase, fluorescence transcription assay; actives 0.2% (n = 62,000); inhibition, %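 (tested at 10 µM)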; in the data active = inhibition above about 20%;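 note: 0% = enzyme without compound and 100% = no enzyme blank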
Cdc25B block = inhibitors of Cdc25B phosphatase catalytic domain, primary screen, biochemical, OMFP fluorescence; M-phase inducer phosphatase 2 (Homo sapiens), P30305; actives 0.1% (n = 65,000); recombinant Cdc25B, OMFP fluorescence Ex485/Em525; inhibition, %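 (compounds tested at 10 µM final in the well)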; in the data active = inhibition above about 50%
AP complement = alternative complement pathway inhibitors, primary screen, biochemical, ELISA, human serum, orthogonally pooled compounds | actives 0.08% (n = 62,000) | LPS-coated ELISA, C3 deposition; tested in compound mixtures | AID 1235, 2008 | inhibition, % at 5 µM;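 active = inhibition above 30% in each of the two pooled mixtures holding the compound, so the lower value exceeds 30%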;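 note: 0% = serum in Mg-EGTA without compound and 100% = EDTA serum blank; some compounds past the cut are filed as inactive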
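Assay system: Human serum alternative complement pathway, C3 deposition on LPS-coated wells | Incubation: 1 h serum-compound exposure at 37 °C | Doses: 5 µM per compound in ten-compound mixtures | Read-out: Percent inhibition | Technique: ELISA with HRP anti-human C3 antibody, TMB substrate, absorbance 450 nm | Replication: Two pool placements per compound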
CatB inh = human cathepsin B inhibitors, primary screen, biochemical, fluorogenic substrate; P07858; purified cathepsin B, fluorescence; inhibition, %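 (tested at 10 µM)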; actives 0.1% (n = 63,000); in the data active = inhibition above about 21%;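 note: 0% = enzyme with no compound and 100% = no enzyme blank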
D1 mod = D1 CRE-luciferase signal change, two-sided – cell-based, HEK293 D1, dopamine EC30, D1 allosteric modulator project, primary screen; D(1A) dopamine receptor (Homo sapiens), P21728; dopamine EC30 potentiation; actives deviate in either direction; B-score at 10 µM; actives 5.9% (n = 58,000);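 active = luminescence count or its row- and column-corrected plate score outside the 99.7% band of the plate's sample wells, on either side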
Target sequence (P21728 whole entry, looked up): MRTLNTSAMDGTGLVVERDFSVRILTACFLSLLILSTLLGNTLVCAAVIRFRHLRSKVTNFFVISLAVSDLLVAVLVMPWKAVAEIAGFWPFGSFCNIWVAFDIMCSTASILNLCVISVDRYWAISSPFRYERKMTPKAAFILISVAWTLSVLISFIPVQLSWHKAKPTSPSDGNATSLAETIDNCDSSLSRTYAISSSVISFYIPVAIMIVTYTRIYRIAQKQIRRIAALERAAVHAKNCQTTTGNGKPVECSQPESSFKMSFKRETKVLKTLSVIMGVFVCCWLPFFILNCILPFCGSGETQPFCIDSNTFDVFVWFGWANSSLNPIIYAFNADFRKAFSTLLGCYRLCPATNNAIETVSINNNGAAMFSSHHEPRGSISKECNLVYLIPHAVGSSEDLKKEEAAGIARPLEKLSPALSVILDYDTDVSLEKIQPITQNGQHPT
tolC growth inh = growth inhibitors of E. coli tolC mutant, primary screen, strain BW25113 ΔtolC::kan, 384-well. actives 2.2% (n = 65,000). growth inhibition, % at 10 µM (by protocol). OD615;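 active = growth inhibition at or above a cutoff equal to the mean over every tested compound plus 3 SD, cut at about 60% in these data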;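 note: growth measured after 20 h incubation at 37 °C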
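Test system: E. coli BW25113 ΔtolC::kan bacteria | Medium: Kanamycin-containing LB broth (50 µg/mL) | Dosing: One dose of 10 µM final | Times: 20 h incubation with compound, 37 °C | Detection: Optical density read at 615 nm | Read-out basis: Percent growth inhibition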
DUSP1 inh = MKP-1 phosphatase inhibitors, primary screen, biochemical, in vitro | Dual specificity protein phosphatase 1 (Homo sapiens), P28562 | recombinant MKP-1, OMFP hydrolysis fluorescence | actives 0.15% (n = 65,000) | inhibition, %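 (compounds tested at a single concentration somewhere between 10 and 100 µM)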;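 active = inhibition above about 50%, limit read from the data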;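 note: 0% = DMSO max control wells and 100% = wells with enzyme stopped by NaOH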
Target sequence (P28562 whole entry, looked up): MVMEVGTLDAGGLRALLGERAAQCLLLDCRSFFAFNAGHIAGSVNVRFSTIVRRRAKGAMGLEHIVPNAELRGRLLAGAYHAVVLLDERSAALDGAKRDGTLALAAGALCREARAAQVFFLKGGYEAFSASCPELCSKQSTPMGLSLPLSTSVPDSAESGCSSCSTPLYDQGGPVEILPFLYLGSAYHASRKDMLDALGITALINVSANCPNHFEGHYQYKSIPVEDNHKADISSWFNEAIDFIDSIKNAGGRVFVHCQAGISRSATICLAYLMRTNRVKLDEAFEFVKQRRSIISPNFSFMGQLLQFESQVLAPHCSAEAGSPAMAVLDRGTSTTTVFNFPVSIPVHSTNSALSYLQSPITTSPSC
An asterisk follows results filed as active.

CCOC(=O)C1CCCN(C(=O)c2ccc3c(c2)NC(=O)C(N2CCOCC2)S3)C1 (stereo not drawn) was read as Hsp90 block -1.6, CatB mix inh -2.4, E coli RNAP 9.2, Cdc25B block -10.0, AP complement -2.3, CatB inh 0.1, D1 mod -0.26, tolC growth inh -8.7 and DUSP1 inh 10.8.
Screening Cc1ccc(-c2csc(N3CCC(NS(=O)(=O)c4ccc5c(c4)OCCO5)CC3)n2)cc1 returned Hsp90 block 0.5, CatB mix inh 1.3, E coli RNAP 12.2, Cdc25B block -2.7, AP complement -5.0, CatB inh 4.9, D1 mod 0.0522, tolC growth inh 12.8 and DUSP1 inh 7.8.
O=C(CN1C(=O)NC2(CCCCCC2)C1=O)N1CCC(Cc2ccccc2)CC1 was read as Hsp90 block -6.4, CatB mix inh 1.2, E coli RNAP 10.0, Cdc25B block -12.3, AP complement -1.2, CatB inh 2.8, D1 mod -0.556, tolC growth inh 17.8 and DUSP1 inh 1.8.
O=C1C2CCCN2C(c2ccccc2)N1c1nccs1 (stereo not drawn) was read as Hsp90 block 0.4, CatB mix inh 0.2, E coli RNAP 6.8, Cdc25B block -4.1, AP complement 9.7, CatB inh 3.9, D1 mod 0.146, tolC growth inh -2.5 and DUSP1 inh 4.9.
`O=C(Oc1ccc2[nH]cc(CCN3C(=O)c4ccccc4C3=O)c2c1)c1ccco1` gave Hsp90 block -0.8, CatB mix inh 45.4, E coli RNAP 6.7, Cdc25B block 1.4, AP complement -3.1, CatB inh -0.6, D1 mod 0.212, tolC growth inh 27.0 and DUSP1 inh -12.1.
`Cc1cccc(Nc2nnc(SCc3cn4ccsc4n3)s2)c1` gave Hsp90 block -2.7, CatB mix inh 7.4, E coli RNAP 11.8, Cdc25B block -1.4, AP complement -0.3, CatB inh 2.7, D1 mod -0.0757, tolC growth inh 39.2 and DUSP1 inh 10.4.
`CCN1CCN(Cc2c(O)ccc3c(=O)c(-c4ccc(OC)c(OC)c4)c(C)oc23)CC1` gave Hsp90 block 3.5, CatB mix inh 7.1, E coli RNAP 2.5, Cdc25B block 6.5, AP complement -14.8, CatB inh 6.1, tolC growth inh -8.8 and DUSP1 inh 34.0.
For Cn1c(=O)c2c(nc(SCC(=O)N3CCc4ccccc4C3)n2C)n(C)c1=O the results were Hsp90 block -3.2, CatB mix inh 5.7, E coli RNAP 4.8, Cdc25B block 0.7, AP complement -7.1, CatB inh -3.4, D1 mod 0.865, tolC growth inh -14.5 and DUSP1 inh -26.2.
Cc1noc2nc(-c3cccs3)cc(-c3nnc4n3CCCCC4)c12 was read as Hsp90 block -1.5, CatB mix inh -11.7, E coli RNAP -44.8, Cdc25B block -12.0, AP complement 9.2, CatB inh -20.4, D1 mod -0.741, tolC growth inh -2.2 and DUSP1 inh 7.6.
`CC(C)CN1C(=O)NC(NC(=O)c2cccs2)(C(F)(F)F)C1=O` (stereo not drawn) gave Hsp90 block 3.6, CatB mix inh -3.3, E coli RNAP -8.1, Cdc25B block 11.8, AP complement -1.7, CatB inh 1.7, D1 mod 0.0776, tolC growth inh -15.7 and DUSP1 inh 0.8.
For CSCCC(N=Cc1c(O)n(-c2ccc(F)cc2)c(=O)[nH]c1=O)C(=O)O (stereo not drawn) the results were Hsp90 block -0.1, CatB mix inh 3.5, E coli RNAP 4.8, Cdc25B block -7.5, AP complement 0.1, CatB inh 0.1, D1 mod -0.511, tolC growth inh -10.1 and DUSP1 inh -2.1.
CC1CC(=O)N(CC(=O)NCc2ccc3c(c2)OCO3)c2ccccc2S1 (stereo not drawn) was read as Hsp90 block -1.7, CatB mix inh 1.6, E coli RNAP -11.7, Cdc25B block 0.5, AP complement 14.3, CatB inh -1.0, D1 mod 0.362, tolC growth inh -4.7 and DUSP1 inh -0.9.
CCSc1nc2n(n1)C(c1cccc(F)c1)C1=C(CCCC1=O)N2 (stereo not drawn) was read as Hsp90 block 0.7, CatB mix inh 1.3, E coli RNAP 6.9, Cdc25B block 2.9, AP complement 21.8, CatB inh 0.8, D1 mod 0.169, tolC growth inh -18.2 and DUSP1 inh -8.3.
For O=C(Nc1ccon1)c1cc2c(s1)CCCC2 the results were Hsp90 block -21.2, CatB mix inh 6.3, E coli RNAP 10.1, Cdc25B block -7.5, AP complement 9.5, CatB inh -0.8, D1 mod -3.4, tolC growth inh 10.2 and DUSP1 inh 22.2.
For CCS(=O)(=O)N1CCN(c2cccc(C)c2C)CC1 the results were Hsp90 block -2.0, CatB mix inh 4.1, E coli RNAP 13.2, Cdc25B block -28.9, AP complement 4.0, CatB inh 0.6, D1 mod 0.826, tolC growth inh 6.7 and DUSP1 inh -0.7.
Screening Cc1ccc(-c2csc3nc(C)n(-n4c(C)ccc4C)c(=O)c23)o1 returned Hsp90 block -3.3, CatB mix inh 3.5, Cdc25B block -10.1, AP complement 18.3, CatB inh -0.3, D1 mod 0.517, tolC growth inh 56.5 and DUSP1 inh 3.2.
Screening N#Cc1ccccc1NC(=O)Nc1cccs1 returned Hsp90 block 4.4, CatB mix inh 6.9, E coli RNAP 7.4, Cdc25B block -4.8, AP complement 8.5, CatB inh -5.7, D1 mod -0.199, tolC growth inh -14.2 and DUSP1 inh 4.3.
COc1cccc(CNC(=O)c2nnn(CC(=O)Nc3ccc(C)c(C)c3)c2N)c1 was read as Hsp90 block 1.4, CatB mix inh 2.2, E coli RNAP -1.6, Cdc25B block -15.4, AP complement 13.3, CatB inh 4.0, tolC growth inh -9.1 and DUSP1 inh 7.6.
Screening CC(C)(C)OC(=O)N1CCN(c2ccc(NC(=O)Cn3nnc(-c4ccccc4)n3)cc2)CC1 returned CatB mix inh -1.2, E coli RNAP -3.5, AP complement 10.3, CatB inh 0.3, D1 mod 0.59 and tolC growth inh 18.3.
For O=c1c2cccnc2[nH]c(=S)n1CCCN1CCN(c2ccc(F)cc2)CC1 the results were Hsp90 block 0.6, CatB mix inh -5.7, E coli RNAP 4.8, Cdc25B block -2.1, AP complement -7.5, CatB inh -0.4, tolC growth inh 2.3 and DUSP1 inh -11.0.
For CC(C)C(CCNC(=O)CN1C(=O)c2ccccc2C1=O)c1ccco1 (stereo not drawn) the results were CatB mix inh -1.4, E coli RNAP 2.6, AP complement 20.9 and CatB inh 1.1.
CCOCc1cnc(C)nc1NCC(=O)c1c(C)n(C)c2ccc(OC)cc12 was read as Hsp90 block -0.8, CatB mix inh 1.1, E coli RNAP 9.1, Cdc25B block 2.9, AP complement 0.8, CatB inh 5.7, D1 mod -0.0367, tolC growth inh -6.8 and DUSP1 inh 25.5.
Screening CCOC(=O)c1cnc(SCC(=O)Nc2ccc3c(c2)OCCO3)nc1N returned Hsp90 block -0.1, CatB mix inh -0.2, E coli RNAP 7.1, Cdc25B block 8.4, AP complement 13.0, CatB inh 0.2, D1 mod 0.968, tolC growth inh -8.0 and DUSP1 inh -18.3.
O=C(CN(C(=O)Cn1nnc(-c2ccc(F)cc2)n1)C1CCCC1)NC1CCCC1 was read as Hsp90 block 0.2, CatB mix inh -1.4, Cdc25B block -8.7, AP complement -0.1, CatB inh 5.7, tolC growth inh -1.0 and DUSP1 inh 3.7.
COCn1c(-c2ccccc2)nc2ccccc21 was read as Hsp90 block -2.7, CatB mix inh -4.2, E coli RNAP 6.2, Cdc25B block 1.9, AP complement 6.4, CatB inh 5.7, D1 mod -0.722, tolC growth inh -7.2 and DUSP1 inh 0.8.
CCOc1ccccc1NC(=O)C1CC2CCCC(C1)C2=O (stereo not drawn) was read as Hsp90 block 1.9, CatB mix inh 3.0, E coli RNAP 3.1, Cdc25B block -9.7, AP complement 17.0, CatB inh 0.8, D1 mod -0.467, tolC growth inh -9.7 and DUSP1 inh 8.1.
c1ccc(CCC2=NCCn3cccc32)cc1 was read as Hsp90 block -5.5, CatB mix inh 2.9, Cdc25B block 1.8, AP complement -6.4, CatB inh 4.2, D1 mod -0.434, tolC growth inh 8.0 and DUSP1 inh -7.9.
`O=C(Cn1c(=O)c2c(ncn2Cc2ccccc2)n(Cc2ccccc2)c1=O)NC1CC1` gave Hsp90 block -3.5, CatB mix inh -0.7, E coli RNAP -4.6, Cdc25B block -11.1, AP complement 3.6, CatB inh 1.3, D1 mod -0.603, tolC growth inh -2.3 and DUSP1 inh 2.5.
For CN(C)c1nc2sc3c(c2c(=O)n1C)CC(C)(C)OC3 the results were Hsp90 block 2.9, Cdc25B block 5.0, CatB inh 1.1, tolC growth inh -7.6 and DUSP1 inh -21.4.
CCCCn1c(CCNC(=O)c2cccs2)nc2ccccc21 was read as Hsp90 block -1.2, Cdc25B block -3.7, D1 mod -0.686, tolC growth inh 23.3 and DUSP1 inh 10.4.
Screening COCC(=O)Nc1cccc(C(F)(F)F)c1 returned Hsp90 block -1.1, CatB mix inh 5.0, Cdc25B block 4.8, AP complement 3.2, CatB inh 0.1, D1 mod -0.259, tolC growth inh -16.1 and DUSP1 inh 8.6.
For COc1cccc(NC(=O)c2nc3nc(C)cc(C(F)F)n3n2)c1 the results were Hsp90 block -2.5, CatB mix inh -12.1, E coli RNAP 3.1, Cdc25B block -9.0, AP complement 22.6, CatB inh 0.9, D1 mod 0.779, tolC growth inh -15.8 and DUSP1 inh -5.1.
Screening CC(C)C(c1nnnn1Cc1ccco1)N1CCN(c2cccc(Cl)c2)CC1 (stereo not drawn) returned Hsp90 block -3.7, CatB mix inh 1.8, E coli RNAP 4.3, Cdc25B block -17.1, AP complement -14.6, CatB inh 3.2, D1 mod -0.436, tolC growth inh 14.8 and DUSP1 inh 6.7.
Screening CCN1C(=O)C(C(=O)NC(C)c2ccccc2)C2CC1(C)Oc1ccccc12 (stereo not drawn) returned Hsp90 block 2.0, CatB mix inh 3.3, E coli RNAP 10.1, Cdc25B block -6.7, AP complement -6.6, CatB inh 2.4, tolC growth inh -4.3 and DUSP1 inh 17.0.
O=C(NCC(c1ccc(F)cc1)N1CCOCC1)c1ccc(Br)o1 (stereo not drawn) was read as CatB mix inh 1.8, E coli RNAP 11.3, Cdc25B block -14.1, AP complement 3.8, CatB inh 0.2, D1 mod 0.00425, tolC growth inh -8.0 and DUSP1 inh 9.3.

By substructure: the compounds so far containing a CF3 group.
`CC(C)CN1C(=O)NC(NC(=O)c2cccs2)(C(F)(F)F)C1=O` (stereo not drawn) gave Hsp90 block 3.6, CatB mix inh -3.3, E coli RNAP -8.1, Cdc25B block 11.8, AP complement -1.7, CatB inh 1.7, D1 mod 0.0776, tolC growth inh -15.7 and DUSP1 inh 0.8.
Screening COCC(=O)Nc1cccc(C(F)(F)F)c1 returned Hsp90 block -1.1, CatB mix inh 5.0, Cdc25B block 4.8, AP complement 3.2, CatB inh 0.1, D1 mod -0.259, tolC growth inh -16.1 and DUSP1 inh 8.6.

Taken from the entries so far (two entries):
Screening CCN1C(=O)C(C(=O)NC(C)c2ccccc2)C2CC1(C)Oc1ccccc12 (stereo not drawn) returned Hsp90 block 2.0, CatB mix inh 3.3, E coli RNAP 10.1, Cdc25B block -6.7, AP complement -6.6, CatB inh 2.4, tolC growth inh -4.3 and DUSP1 inh 17.0.
O=C(NCC(c1ccc(F)cc1)N1CCOCC1)c1ccc(Br)o1 (stereo not drawn) was read as CatB mix inh 1.8, E coli RNAP 11.3, Cdc25B block -14.1, AP complement 3.8, CatB inh 0.2, D1 mod 0.00425, tolC growth inh -8.0 and DUSP1 inh 9.3.
